# ERAP1 inh = ERAP1 (human) enzyme inhibition. recombinant ERAP1, Leu-AMC fluorescence, 60 min. 340,000 compounds, 0.15% hits. inhibition, % at 10.7 µM;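 active means mean replicate inhibition of at least 30%, or all replicates individually reaching that 30% level; inactive means mean below 30% and not every replicate reaching it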;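 further: 0% = neutral control wells and 100% = L-leucinethiol positive control wells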
# Target sequence (Q9NZ08 whole entry, looked up): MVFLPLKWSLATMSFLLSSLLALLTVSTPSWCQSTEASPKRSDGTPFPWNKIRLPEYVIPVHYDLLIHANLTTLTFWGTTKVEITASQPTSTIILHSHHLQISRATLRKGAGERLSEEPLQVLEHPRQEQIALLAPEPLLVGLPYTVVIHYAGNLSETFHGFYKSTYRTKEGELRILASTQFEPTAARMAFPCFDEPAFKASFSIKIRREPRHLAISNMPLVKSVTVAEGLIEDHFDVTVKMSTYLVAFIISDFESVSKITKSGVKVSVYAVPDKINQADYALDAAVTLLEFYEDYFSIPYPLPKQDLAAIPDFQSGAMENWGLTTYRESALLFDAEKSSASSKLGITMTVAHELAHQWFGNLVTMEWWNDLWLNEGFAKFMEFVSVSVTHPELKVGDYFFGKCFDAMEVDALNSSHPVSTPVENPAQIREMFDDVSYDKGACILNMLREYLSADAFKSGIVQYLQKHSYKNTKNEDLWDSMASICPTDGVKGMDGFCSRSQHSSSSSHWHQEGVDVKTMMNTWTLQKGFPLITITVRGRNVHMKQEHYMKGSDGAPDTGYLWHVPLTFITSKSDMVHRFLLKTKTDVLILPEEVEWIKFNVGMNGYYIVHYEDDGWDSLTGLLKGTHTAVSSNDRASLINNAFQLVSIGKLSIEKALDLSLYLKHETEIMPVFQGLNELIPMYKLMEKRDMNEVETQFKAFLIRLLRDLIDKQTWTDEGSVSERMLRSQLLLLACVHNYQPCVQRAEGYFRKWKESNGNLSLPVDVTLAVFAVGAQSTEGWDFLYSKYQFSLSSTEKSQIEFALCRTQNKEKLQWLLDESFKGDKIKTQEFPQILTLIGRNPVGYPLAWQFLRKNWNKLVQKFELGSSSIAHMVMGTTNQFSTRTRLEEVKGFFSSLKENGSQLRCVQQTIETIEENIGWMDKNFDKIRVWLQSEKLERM
# miR122 inh = miR-122 inhibition in Huh7 cells. Huh7 miR-122 Renilla luciferase sensor, 48 h; neutral wells = 0, positive control = 100. activation (reporter increase), % at 12.5 µM. 340,000 compounds, 0.3% hits. AID 602342;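 active means mean replicate activation score at least 90 and every replicate individually at or above 90; inconclusive means only one of the two criteria met; inactive means neither criterion met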;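 further: higher luciferase means less miR-122 activity so hits act as miR-122 inhibitors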
# E-sel inducer = induces E-selectin expression in human endothelial cells | P16581 | HUVEC E-selectin immunofluorescence imaging; normalized: neutral wells 0, TNF-alpha wells 100 | activation, % at 7.58 µM | 260,000 compounds, 0.37% hits | AID 686992;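 active means mean E-selectin-positive cell signal at least 10% of the positive control, reached in at least 60% of replicates, without over 20% cell loss; inconclusive means no rule given, readout overlaps actives, possibly toxicity-flagged; inactive means the rest, including those meeting only one limit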;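 further: in these data hits start at about 27%; measured in HUVEC primary endothelial cells; signal is the percent of cells scored E-selectin positive by PE staining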
#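 System: HUVEC / Compound: single concentration / Signal: immunofluorescence imaging / Read-out: percent E-selectin-positive cells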
# RAD52 anneal inh = blocks human RAD52 DNA annealing; P43351; recombinant RAD52 DNA annealing, FRET fluorescence; inhibition, % at 18.7 µM; 360,000 compounds, 0.46% hits; AID 651710;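 active means every replicate showing at least 50% inhibition; inconclusive means mean inhibition at least 50% but not in every replicate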
# Cneo AK release = Cryptococcus neoformans lysis via adenylate kinase release | C. neoformans lysis, adenylate kinase release luminescence, 4 h; normalised: neutral wells 0, clomiphene wells 100 | lysis activity, % at 15 µM | 360,000 compounds, 0.2% hits | AID 651654;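 active means mean lysis activity across replicates of at least 80%, whatever share of replicates individually reach that level; inactive means mean lysis activity below 80%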
#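 read-out = cell lysis signal | test system = log-phase Cryptococcus neoformans yeast cells | input = cells at 5 × 10^6 per mL | medium = fresh YPD growth medium | signal = luminescent adenylate kinase detection reagent | timing = 4 h at 37 °C static, read 1 h later | dosing = single dose | controls = Clomiphene as positive lysis control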
# PGC1a acetyl inh = PGC1a acetylation modulation, inhibitor mode. U2OS PGC1a acetylation, AlphaScreen anti-acetyl-lysine; with virally co-expressed GCN5 acetyltransferase. inhibition, % at 15.6 µM. 350,000 compounds, 0.17% hits. AID 651687;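 active means every replicate shows inhibition of at least 40%; inconclusive means mean inhibition at least 40% but some replicate below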;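 further: 0% = neutral control wells and 100% = positive control wells; some results beyond the cut were filed as inactive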
# PglD inh = PglD (C. jejuni) enzyme inhibition; inhibition, % at 12.5 µM; 360,000 compounds, 0.098% hits; purified PglD enzyme, DTNB colorimetric CoA detection; in the data active means inhibition above about 16%, passing the limit was not always enough; inconclusive means no clear call, values can overlap the other calls; further: strong numbers were not always called active
# RAD54 branch = RAD54 (human) branch migration inhibition; inhibition, % at 10.4 µM; Q92698; 360,000 compounds, 0.14% hits; RAD54 Holliday junction branch migration, FAM/BHQ fluorescence;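 active means mean normalized replicate activity at least 40 and at least half of replicates scoring 40 or more; inconclusive means only one of the two criteria met; inactive means mean below 40 and under half of replicates reaching 40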;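 further: 0% = median of neutral control wells and 100% = median of positive control wells; inhibitors cause a drop in the FAM fluorescence signal; in these data hits start at about 50%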
# The depositor's hits bear a star; u = inconclusive; x = no result given; [ ] = dose if it differs, or a comment.
item	molecule	ERAP1 inh	miR122 inh	E-sel inducer	RAD52 anneal inh
1	COc1ccc(OC)c(C(=O)c2ccc(C(=O)N3CCCCC3)cc2)c1	x	6.8	x	x
2	OCCNc1ncnc2c1ncn2[C@H]1CN(Cc2cccs2)C[C@@H](CO)O1	0.9	-14.2	-0.5	-12.7
3	CCc1nnc(NC(=O)C2CC(=O)N(Cc3ccccc3)C2)s1 (stereo not given)	1.9	-10.4	x	-6.7
4	CCCCOc1ccc(-c2nnn(CC(=O)c3c[nH]c4ccccc34)n2)cc1	x	-3.2	x	x
5	CC(NC(=O)c1c(O)c2ccccc2n(C)c1=O)c1ccccc1 (stereo not given)	-2.3	-0.4	x	-6.4
6	CC(C)[C@H](NC(=O)[C@@H]1Cc2c([nH]c3ccccc23)C2c3ccccc3C(=O)N21)C(=O)N1CCC[C@@H]1C(=O)O (stereo not given in full)	-4.9	0.5	x	-25.6
7	Cc1ccc(S(=O)(=O)N2CC[C@H]3[C@@H](CO)N(C)c4ccc(-c5cccc(C#N)c5)cc4[C@H]32)cc1	-4.6	-0.2[16.7 µM]	-0.7	28.7
8	CCOC(=O)[C@H]1[C@H]2COc3ccc(C)cc3[C@@H]2N2C(=O)[C@@H](C)NC(=O)[C@@]12C	-2.4	-5.3	-0.1	-3.1
9	Cc1oc(-c2ccc(Cl)cc2)nc1CS(=O)CC(=O)NCCCN(C)C1CCCCC1 (stereo not given)	x	-2.0	x	x
10	Cc1ccccc1C(=O)Nc1nnc(CC(=O)N/N=C/c2ccncc2)s1	x	5.4	x	-9.6

item	Cneo AK release	PGC1a acetyl inh	PglD inh	RAD54 branch
1	-0.2	x	-1.5	-3.6
2	1.1	x	-0.8	-1.7
3	1.9	-2.6	4.9	3.0
4	1.2	0.5	-2.0	-1.3
5	-0.8	2.9	-1.3	4.7
6	-2.0	-6.8	2.1	2.1
7	-4.8	-5.1	2.0	0.3
8	6.7	x	-3.8	4.1
9	1.8	14.0	4.3	6.3
10	3.2	24.8	-2.8	-1.1

# Some of the entries so far, as tab-separated lines:
item	molecule	ERAP1 inh	miR122 inh	E-sel inducer	RAD52 anneal inh	Cneo AK release	PGC1a acetyl inh	PglD inh	RAD54 branch
6	CC(C)[C@H](NC(=O)[C@@H]1Cc2c([nH]c3ccccc23)C2c3ccccc3C(=O)N21)C(=O)N1CCC[C@@H]1C(=O)O (stereo not given in full)	-4.9	0.5	x	-25.6	-2.0	-6.8	2.1	2.1
9	Cc1oc(-c2ccc(Cl)cc2)nc1CS(=O)CC(=O)NCCCN(C)C1CCCCC1 (stereo not given)	x	-2.0	x	x	1.8	14.0	4.3	6.3
1	COc1ccc(OC)c(C(=O)c2ccc(C(=O)N3CCCCC3)cc2)c1	x	6.8	x	x	-0.2	x	-1.5	-3.6
5	CC(NC(=O)c1c(O)c2ccccc2n(C)c1=O)c1ccccc1 (stereo not given)	-2.3	-0.4	x	-6.4	-0.8	2.9	-1.3	4.7
8	CCOC(=O)[C@H]1[C@H]2COc3ccc(C)cc3[C@@H]2N2C(=O)[C@@H](C)NC(=O)[C@@]12C	-2.4	-5.3	-0.1	-3.1	6.7	x	-3.8	4.1
4	CCCCOc1ccc(-c2nnn(CC(=O)c3c[nH]c4ccccc34)n2)cc1	x	-3.2	x	x	1.2	0.5	-2.0	-1.3

# Carrying on:
item	molecule	ERAP1 inh	miR122 inh	E-sel inducer	RAD52 anneal inh
11	O=C(NC1CCCCCCC1)c1cnccn1	x	-6.8	x	x
12	CCn1nccc1C(=O)Nc1ccccc1OC	-1.1	4.4	x	2.9
13	O=C(/C=C/c1ccccc1)N1CCN(c2ccccn2)CC1	x	1.1	x	x
14	Cc1ccc2nc(Cl)c(/C=N/Nc3ccc(C(=O)O)cc3)cc2c1	x	19.9	0.4	-61.9
15	C[C@@H]1CN([C@H](C)CO)S(=O)(=O)c2ccc(-c3cncnc3)cc2O[C@H]1CN(C)CC1CC1	1.9	-5.0[16.7 µM]	-0.2	-4.1
16	Nc1c(C(=O)NCc2ccc(F)cc2)c2nc3ccccc3nc2n1CCCN1CCOCC1	x	-7.1	x	x
17	Cc1onc(-c2ccccc2)c1C(=O)N/N=C/c1cc(Br)c(O)c(Br)c1	-17.8	2.2	-0.3	-8.2
18	COC(=O)[C@]1(C)N[C@H](CN(C)C(C)=O)[C@@H]2C(=O)N(Cc3ccccc3)C(=O)[C@@H]21	-0.2	x	0.1	3.3
19	O=C(Nc1cc(Cl)ccc1Cl)c1ccco1	3.4	-5.4	x	-9.3
20	CCOC(=O)C1CCN(C(=O)C2CC(=O)N(c3ccc4c(c3)OCCO4)C2)CC1 (stereo not given)	-1.5	4.4	x	11.5

item	Cneo AK release	PGC1a acetyl inh	PglD inh	RAD54 branch
11	-5.7	-3.3	0.7	-7.1
12	0.4	u	-1.3	-9.1
13	3.7	3.2	2.4	-1.5
14	x	-5.7	x	x
15	-4.8	-4.1	-3.4	-5.7
16	4.6	-19.1	-0.1	6.7
17	-0.8	x	5.2	-10.6
18	0.8	x	0.3	-8.2
19	-7.8	16.2	1.1	-12.4
20	-1.2	-3.1	-3.0	7.5

# Remaining list, next part:
item	molecule	ERAP1 inh	miR122 inh	E-sel inducer	RAD52 anneal inh
21	FC(F)(F)c1ccc2c(c1)n(Cc1ccccc1)c1[n+]2CCCCC1	16.2	x	x	-0.5
22	Cc1cnc(NC(=O)CN2C(=O)C3CC=CCC3C2=O)s1 (stereo not given)	x	5.3	x	x
23	Cc1ccc(S(=O)(=O)N(C)Cc2ccc(C(=O)N/N=C3\CCCC(=O)C3)cc2)cc1	-6.0	-0.6	x	-1.5
24	COC(=O)CNc1nc(OC)nc(N(C)C)n1	x	2.0	x	x
25	CCC(=O)Nc1ccc2c(c1)OC[C@H](C)N(C(=O)c1ccncc1)C[C@@H](C)[C@@H](OC)CN(C)C2=O	0.6	0.7[16.7 µM]	1.2	2.4
26	Cc1ccc(S(=O)(=O)Nc2cccc3c2O[C@@H](CN(C)Cc2ccc(C(F)(F)F)cc2)[C@@H](C)CN([C@H](C)CO)C3=O)cc1	0.0	40.9[16.7 µM]	1.0	-10.6
27	Cc1nn(C)cc1CNC(=O)c1cc2n(n1)C(C(F)(F)F)CC(c1cccs1)N2 (stereo not given)	-0.5	x	x	-24.2
28	CC(=O)NCc1ccc(C(=O)COC(=O)COc2ccccc2)s1	-3.7	x	-0.4	-3.9
29	CCc1nc(NCC2CC2)c2nnn(Cc3ccccc3)c2n1	7.6	-2.1	-0.1	1.7
30	OCC(CO)(CO)NCc1ccc(-c2ccccc2)cc1	x	14.9	x	x

item	Cneo AK release	PGC1a acetyl inh	PglD inh	RAD54 branch
21	-1.1	-1.2	-1.7	-6.4
22	-0.3	x	-195.1	-0.5
23	-2.6	5.1	-1.2	-2.1
24	3.3	6.3	-7.6	5.0
25	0.4	x	-0.6	0.6
26	6.3	2.8	0.7	3.9
27	1.4	7.9	0.6	-13.8
28	-1.1	x	x	-0.1
29	-2.2	3.0	-3.5	-6.9
30	-2.1	6.8	-1.1	3.6

# The list goes on.
item	molecule	ERAP1 inh	miR122 inh	E-sel inducer	RAD52 anneal inh
31	COc1cccc(CN2CCC(C(=O)N3CCC(C)CC3)CC2)c1	4.1	x	1.4	-14.7
32	C/C(=N\NC(=O)C1CCCN(S(=O)(=O)c2ccccc2)C1)c1ccccn1 (stereo not given)	x	-6.6	x	x
33	Cc1oc(-c2cccs2)nc1CN1CCN(Cc2ccc(F)c(F)c2)C(CCO)C1 (stereo not given)	1.9	-4.0	0.0	-17.7
34	COc1ccc2c(c1)c(CCN1C(=O)c3ccccc3C1=O)cn2C(=O)c1ccco1	0.4	x	x	-18.3
35	COc1cccc(-c2nn(-c3ccc(C)cc3)cc2C(=O)N2CCN(C3CCS(=O)(=O)C3)CC2)c1 (stereo not given)	-7.5	6.6	1.1	-6.4
36	COc1ccccc1-c1cccc(-c2nc(C(=O)N3CCN(C)CC3)cc3c2[C@H](CCO)N([S@@](=O)C(C)(C)C)C3)c1	0.1	x	0.4	-4.7
37	COc1cc(C(=O)OCC(=O)NCCC2=CCCCC2)ccc1OCC(C)C	5.6	-7.1	0.1	-2.5
38	N#Cc1ccc(CN2CCN(C(=O)c3cccc(S(=O)(=O)N4CCCCCC4)c3)CC2)cc1	0.0	56.1	-1.8	-13.3
39	COc1cc(C(=O)NNC(=O)c2ccc(S(=O)(=O)N3CCCCC3)cc2)cc(OC)c1OC	0.8	0.1	-1.5	-0.7
40	Cc1ccc(CC(=O)O/N=C(\N)c2ccccn2)cc1	3.2	-0.9	x	-0.5

item	Cneo AK release	PGC1a acetyl inh	PglD inh	RAD54 branch
31	x	7.1	x	x
32	0.7	3.3	0.5	-1.5
33	-2.6	-3.6	-8.0	-2.5
34	-0.9	9.6	-0.2	-2.2
35	-1.1	10.4	-3.1	0.5
36	13.5	12.9	-2.6	2.7
37	x	4.1	x	x
38	0.5	10.5	4.5	6.1
39	6.5	2.5	1.2	-1.5
40	-10.4	1.2	-0.8	-19.9

# Other structures
item	molecule	ERAP1 inh	miR122 inh	E-sel inducer	RAD52 anneal inh
41	CC(=O)NC1CC2CCCC(C1)N2Cc1ccc(C)cc1 (stereo not given)	-3.6	0.0	0.0	-11.9
42	c1ccc(-c2[nH]ncc2CN2CCN(Cc3ccc4c(c3)OCO4)CC2)cc1	7.1	-1.6	-0.1	-2.2
43	Cc1cccc(NC(=O)c2cccc(S(=O)(=O)N(C)C3CCCCC3)c2)n1	-5.9	1.7	-0.2	26.8
44	O=C(NC(Cc1ccccc1)C(=O)O)c1ccc(S(=O)(=O)N2CCOCC2)cc1 (stereo not given)	x	-11.9	x	x
45	COc1ccc(CNc2ncnc3sccc23)cc1	-2.5	-11.1	x	-15.0
46	C[C@H]1CN([C@@H](C)CO)C(=O)c2cc(NC(=O)C3CCCCC3)ccc2O[C@H]1CN(C)Cc1ccncc1	-3.5	-3.5[16.7 µM]	-7.4	10.6
47	CC(C)NC(=O)N(C)C[C@@H]1Oc2c(NC(=O)Nc3ccc(C(F)(F)F)cc3)cccc2C(=O)N([C@H](C)CO)C[C@H]1C	-1.1	-4.1[16.7 µM]	x	18.6
48	O=S(=O)(Cc1ccccc1)N1CCCCN2[C@H](CO)[C@@H](c3ccc(-c4cncnc4)cc3)[C@H]2C1	-0.4	8.5[16.7 µM]	0.0	13.8
49	Cc1ccc(S(=O)(=O)N2CCN(C(=O)COC(=O)/C=C/c3ccccc3F)CC2)c(C)c1	1.9	-8.5	x	-3.0
50	COc1ccc(N2CCN(C(=O)c3ccc(Oc4ccc(C(F)(F)F)cn4)cc3)CC2)cc1	x	-2.7	x	x
51	COc1ccc(-n2cc(CN3CCCC3)c(-c3cccc(F)c3)n2)cc1	-3.0	x	4.1	-96.2

item	Cneo AK release	PGC1a acetyl inh	PglD inh	RAD54 branch
41	-0.6	2.8	-2.9	3.3
42	x	3.4	x	x
43	-0.7	-22.8	-1.1	-2.7
44	3.7	x	-0.4	-14.5
45	-1.6	x	-2.2	-4.7
46	-7.2	x	3.7	3.9
47	-6.5	4.3	0.1	-12.5
48	0.4	14.2	2.6	0.1
49	-0.6	4.8	1.7	-4.4
50	0.0	2.6	-0.8	0.5
51	x	-7.7	x	x

# Compound activity deposited in PubChem BioAssay by Broad Institute.

# Compounds were not picked by outcome; any-hit rate near 1.4%.
